Runt-SMMHC FRET – blocks binding of human RUNX1 Runt domain to CBFb-SMMHC; Q01196+Q13951; Cerulean-Runt/Venus-CBFb-SMMHC FRET ratio 530/480, 1 h; inhibition, % at 20 µM; actives 0.74% (n = 220,000);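 active = mean inhibition across duplicate retests at 20 µM reaching about 50%, limit read from the data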;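 also: 0% = DMSO wells and 100% = wells with excess untagged CBFb-SMMHC; inhibitors lower the FRET ratio by blocking Runt binding to CBFb-SMMHC; some results filed as inactive read as strong as hits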
Target sequence (Q01196 whole entry, looked up, the tested form may be a part): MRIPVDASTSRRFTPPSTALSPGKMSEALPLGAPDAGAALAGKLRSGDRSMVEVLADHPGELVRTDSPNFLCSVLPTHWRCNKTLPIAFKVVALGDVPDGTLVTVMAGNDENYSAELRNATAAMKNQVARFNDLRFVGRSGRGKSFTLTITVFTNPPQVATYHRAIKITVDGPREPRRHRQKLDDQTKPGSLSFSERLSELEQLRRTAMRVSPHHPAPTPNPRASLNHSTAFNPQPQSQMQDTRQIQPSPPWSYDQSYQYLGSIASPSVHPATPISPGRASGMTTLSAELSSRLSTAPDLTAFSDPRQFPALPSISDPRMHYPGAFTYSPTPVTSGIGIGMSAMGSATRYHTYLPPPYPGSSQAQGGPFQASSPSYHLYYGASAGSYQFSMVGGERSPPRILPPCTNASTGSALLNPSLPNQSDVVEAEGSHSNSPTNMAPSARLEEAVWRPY
Target sequence (Q13951 whole entry, looked up, the tested form may be a part): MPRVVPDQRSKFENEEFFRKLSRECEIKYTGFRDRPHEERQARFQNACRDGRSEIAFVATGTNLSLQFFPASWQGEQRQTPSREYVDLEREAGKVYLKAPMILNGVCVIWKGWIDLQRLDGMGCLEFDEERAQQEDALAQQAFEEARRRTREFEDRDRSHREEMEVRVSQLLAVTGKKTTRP
NPY2 pot ag – potentiates or activates human NPY-Y2 receptor; cells expressing NPY-Y2, potentiator/agonist read-out; activation, % at 3.6 µM; P49146; actives 0.45% (n = 220,000); in the data active = activation above about 27%;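 also: cells stimulated with NPY near EC25 plus isoproterenol at EC100; 0% = vehicle plus submaximal agonist and 100% = vehicle plus saturating agonist; some results beyond the cut were filed as inactive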
NPY-Y1 antag – NPY-Y1 (human) receptor antagonism; AID 1040; inhibition, % at 3.6 µM; actives 1% (n = 200,000); HEK293-CNG Y1 cells, membrane potential fluorescence; NPY at EC95, then isoproterenol; P25929;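 active = inhibition above the campaign mean inhibition of all tested compounds plus 3 SD, cut at about 20% in these data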;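 also: 0% = DMSO wells given NPY plus isoproterenol and 100% = isoproterenol alone without NPY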
Target sequence (P25929 whole entry, looked up): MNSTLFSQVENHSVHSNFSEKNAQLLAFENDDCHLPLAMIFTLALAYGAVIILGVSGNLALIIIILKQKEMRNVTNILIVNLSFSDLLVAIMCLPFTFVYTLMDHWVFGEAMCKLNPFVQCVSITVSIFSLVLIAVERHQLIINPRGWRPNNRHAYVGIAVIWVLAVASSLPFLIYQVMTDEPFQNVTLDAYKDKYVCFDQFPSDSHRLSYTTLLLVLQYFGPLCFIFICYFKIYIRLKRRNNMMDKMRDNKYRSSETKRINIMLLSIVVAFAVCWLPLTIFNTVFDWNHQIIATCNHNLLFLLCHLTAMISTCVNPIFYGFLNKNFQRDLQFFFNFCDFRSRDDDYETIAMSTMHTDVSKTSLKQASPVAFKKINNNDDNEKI
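Material: Y1- and CNG-channel-expressing HEK293 cells / Probe or stimulus: NPY 25 nM then isoproterenol 1 µM plus Ro 20-1724 25 µM / Doses: 3.6 µM single dose, DMSO 0.4% / Schedule: compound incubation 1 h at room temperature, readout 45 min post-stimulation / Signal: membrane potential fluorescence / Benchmarks: isoproterenol-only wells as full block versus NPY-plus-isoproterenol wells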
Runt-CBFb FRET – inhibitors of human RUNX1 Runt domain binding to CBFb. Cerulean-Runt/Venus-CBFb FRET ratio 530/480, 1 h. actives 0.46% (n = 220,000). Q01196+Q13951. inhibition, % at 20 µM;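 active = inhibition over about 50% at 20 µM in the single-dose screen, limit read from the data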;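 also: 0% = DMSO wells and 100% = excess unlabeled CBFb competitor control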
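Schedule: protein complex preformed 1 h, compound exposure 1 h, room temperature, dark; test system: Cerulean-labeled Runt domain protein; amount: 100 nM per protein; buffer or medium: Tris 50 mM pH 7.5, KCl, K2SO4, 0.01% BSA; read-out: loss of energy transfer signal; detection: FRET fluorescence; controls: 5 µM unlabeled CBFb as full-inhibition high control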
NPY-Y1 PAM-ag – potentiators or agonists of human neuropeptide Y receptor Y1. P25929. NPY-Y1 expressing cells, potentiator/agonist activation. activation, % at 3.6 µM. actives 0.37% (n = 220,000); in the data active = activation above about 33%, passing the limit was not always enough;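 also: cells stimulated with NPY at EC10 then isoproterenol at EC100; 0% = low agonist plus stimulus and 100% = saturating agonist plus stimulus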
p97 inhibitor – inhibitors of human p97 ATPase | P55072 | recombinant p97 ATPase, Kinase-Glo ATP luminescence, 3 h | AID 1481 | actives 0.42% (n = 220,000) | inhibition, % at 8 µM; in the data active = inhibition above about 15%;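 also: 0% = DMSO vehicle and 100% = wells lacking enzyme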
RBBP9 inh – blocks human serine hydrolase RBBP9; O75884; recombinant RBBP9, FP-Rh probe fluorescence polarization; inhibition, % at 7.94 µM; actives 0.2% (n = 220,000);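 active = inhibition above the campaign mean of all tested compounds plus 3 SD, cut at about 14% in these data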;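 also: plate controls were DMSO wells with RBBP9 for no effect and wells lacking RBBP9 protein for full effect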
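Measured by: FP readout at 525/598 nm; material: recombinant human RBBP9; also added: Serine-hydrolase probe FP-Rh, 375 nM pre-mixing; medium: Tris buffer pH 8.0, NaCl, Pluronic; replication: one well per compound; doses: one concentration, 7.94 µM nominal, 0.794% DMSO; timing: preincubation 30 min plus labeling 45 min at 25 °C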
Mdm2 ligase inh – inhibitors of human Mdm2 E3 ubiquitin ligase. Q00987. cell-based MDM2 ubiquitination luciferase reporter, 2 h; 0 = plate control, 100 = twice control, blank-subtracted. signal enhancement, % at 5 µM. actives 0.11% (n = 210,000). AID 1230;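 active = signal enhancement of 30% or more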;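 also: luminescence tracks abundance of the self-degrading MDM2-luciferase fusion protein; higher signal means inhibition of MDM2 E3 ligase activity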
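Test system: mammalian cells stably expressing self-ubiquitinating, self-degrading MDM2 E3–luciferase fusion; Amount: 2000 cells in each well; Medium: DMEM; Schedule: 4 h settle plus 2 h compound, 37 °C; Technique: SteadyLite luciferase luminescence after 15 min room-temperature reagent incubation; Benchmarks: plate control and blank wells.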
Hck Nef HTS – inhibitors of human Hck kinase activated by Nef. P08631. Recombinant Hck-YEEI plus Nef, Z-Lyte FRET kinase assay. inhibition, % at 20 µM. actives 0.68% (n = 220,000). AID 463187;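 active = Hck-Nef kinase inhibition above about 50%, limit read from the data; inactive = inhibition below that limit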;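 also: 0% = DMSO with Hck plus Nef and 100% = Hck alone without Nef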
The depositor's hits bear a star; / = not tested or not shown. No enrichment for hits; any-hit rate near 3.5%.

item | Runt-SMMHC FRET | RBBP9 inh | p97 inhibitor | Hck Nef HTS | NPY-Y1 antag | Runt-CBFb FRET | NPY2 pot ag | NPY-Y1 PAM-ag | Mdm2 ligase inh | SMILES
1 | 0.9 | 1.8 | 3.0 | 0.4 | 2.3 | -0.8 | 7.9 | 6.2 | -24.9 | CCOC(=O)c1cccc(NC(=O)COc2ccc([N+](=O)[O-])cc2)c1
2 | -0.4 | 3.6 | 8.8 | 0.9 | 0.2 | 1.8 | -1.5 | 9.6 | -10.0 | CC(=O)Nc1nc(C)c(Oc2ccccc2)c(=O)[nH]1
3 | 0.2 | -1.8 | -1.6 | 2.8 | 3.2 | 0.9 | 1.6 | -16.6 | -10.5 | COc1cccc(N(CC(=O)N2CCN(c3ccccc3OC)CC2)S(C)(=O)=O)c1
4 | 2.8 | -20.5 | -8.0 | 0.8 | 3.5 | -2.1 | -3.2 | -0.5 | -13.7 | CC(=O)Oc1ccc(/C=N/NC(=O)C2CCCN2S(=O)(=O)c2ccc(Cl)cc2)cc1 (configuration not stated)
5 | 1.9 | 10.4 | 3.7 | 0.4 | 2.1 | -0.4 | 2.1 | -0.8 | -14.3 | CCOC(=O)CC1C(=O)NCCN1C(=O)COc1ccc(Br)cc1C (configuration not stated)
6 | 1.0 | 2.7 | -0.6 | 11.1 | 0.3 | -2.4 | -6.5 | -1.7 | 1.5 | Cc1ccc(S(=O)(=O)N(CC(=O)NCc2ccco2)Cc2ccc(F)cc2)cc1
7 | 1.5 | -4.7 | 0.1 | 1.2 | 3.1 | -0.9 | 6.2 | 0.4 | -2.5 | c1ccc(N2CCN(c3ncnc4scc(-c5cccs5)c34)CC2)cc1
8 | -0.5 | 0.4 | -1.1 | 20.0 | / | 1.1 | -7.2 | 7.6 | -15.9 | Nc1nc(Cl)cc(Oc2ccccc2F)n1
9 | / | 1.3 | 2.7 | 4.8 | 0.2 | / | 0.7 | -6.5 | / | CCc1c(C)nc(/N=C(/NC(=O)c2ccccc2)Nc2ccccc2OC)[nH]c1=O
10 | -3.3 | -7.5 | 0.7 | 23.4 | 7.3 | 2.1 | -8.7 | -0.4 | -27.0 | CC(C)N=C1NN=C(c2cccs2)CS1
11 | 1.0 | -8.8 | 1.8 | 1.6 | 16.4 | -1.5 | -0.7 | -29.5 | 3.9 | Cn1c(SCC(=O)Nc2sc3c(c2C#N)CCC3)nnc1C1COc2ccccc2O1 (configuration not stated)
12 | -0.9 | 2.8 | -4.0 | 15.8 | / | 0.0 | -3.4 | 4.3 | -18.5 | Cc1onc(-c2ccccc2)c1C(=O)N=C(N)c1ccc(C(F)(F)F)cc1
13 | -5.5 | -5.3 | 4.1 | 13.7 | -0.1 | -1.9 | -3.8 | 3.9 | 5.1 | CC(CCCC(C)(C)O)CC1C2=C(CCCC2=O)OC2=C1C(=O)CCC2 (configuration not stated)
14 | -4.8 | -8.5 | -0.5 | 3.1 | 1.6 | -0.8 | 8.5 | 10.7 | -1.4 | CC(=O)N1Cc2ccccc2C(C)CC12CCCCC2 (configuration not stated)
15 | 0.1 | 3.0 | -8.1 | -0.4 | 2.9 | -1.0 | -6.4 | 7.6 | -9.7 | CN(CCCCCC(=O)/C=N/O)Cc1ccccc1
16 | 4.1 | 3.9 | 4.0 | 1.9 | 1.5 | 2.8 | -0.3 | 7.9 | -5.7 | CCCN1CCN(C(=O)C2CCN(S(=O)(=O)c3ccc4c(c3)oc(=O)n4C)CC2)CC1
17 | -1.9 | -0.4 | -0.2 | 16.6 | -1.0 | 0.6 | -8.8 | -6.5 | -20.9 | COc1ccc2c(c1)c(=O)oc1c(C)c(OCC(=O)N3CCc4ccccc4C3)ccc12
18 | -0.5 | -4.1 | -2.4 | 8.0 | -1.1 | -0.7 | -2.7 | 2.4 | -15.6 | Cc1csc(NC(=O)CSc2nncc(=O)n2N)n1
19 | 1.1 | -2.6 | 2.7 | -0.3 | -2.2 | -1.2 | -10.2 | 0.0 | -7.5 | CCOC(=O)CSc1nnc(CNC(=O)c2cccc(C)c2)n1-c1ccccc1OC
20 | 2.5 | 3.4 | 1.9 | 0.6 | -4.0 | -1.3 | 15.3 | 3.8 | -4.8 | COc1cc(C(=O)NC(=S)Nc2ccc(Cl)c(C(=O)O)c2)cc(OC)c1OC
21 | -3.4 | -8.3 | -8.1 | 2.6 | -3.5 | 11.6 | -5.4 | -1.2 | 0.8 | O=C(/C=C/c1ccc(Br)cc1)NC(=S)NNC(=O)c1ccco1
22 | / | 1.6 | 2.5 | 1.3 | -2.8 | / | 0.1 | 19.9 | / | Cc1cc2ncn(S(=O)(=O)c3ccc(S(=O)(=O)N4CCCCCC4)cc3)c2cc1C
23 | 25.1 | -5.9 | -3.5 | -0.7 | 0.1 | 0.8 | -14.3 | -10.4 | -12.9 | Cn1c2ccccc2c2ncn(CCN3CCOCC3)c(=O)c21
24 | -11.0 | -12.2 | -4.2 | -12.0 | 25.6* | -0.6 | -17.0 | -22.1 | 0.5 | CCOC(=O)c1cc(-c2ccc(OC)cc2)nc2c1c(C)nn2CCC#N
25 | -10.9 | 1.4 | 2.0 | 1.7 | 1.0 | 1.3 | 7.3 | 18.2 | -31.6 | O=C(O)c1ccc(C2NCC(c3ccccc3Cl)c3c2[nH]c2ccccc32)cc1 (configuration not stated)
26 | -4.1 | -1.1 | -3.0 | 26.3 | 1.1 | -0.7 | -0.7 | -4.6 | -2.3 | COc1ccc(NC(=O)CO/N=C(\C)c2cccs2)cc1
27 | -4.0 | -2.8 | -6.3 | -0.3 | -0.7 | -0.4 | 6.6 | -3.9 | -18.8 | CSCC[C@H](NC(=O)OC(C)(C)C)c1nnc(SCC=C(C)C)o1
28 | -0.5 | -4.7 | 8.6 | 2.1 | 4.6 | -0.2 | -2.2 | 6.9 | 0.0 | CC1CCN(C(=O)Cn2c(=O)n(Cc3ccc4c(c3)OCO4)c(=O)c3ccccc32)CC1
29 | 0.6 | 0.7 | -2.7 | -2.6 | 1.4 | 1.3 | -0.5 | 6.5 | -15.9 | CCNC(=S)NNC(=O)c1ccccn1
30 | -0.5 | -5.5 | 1.6 | -1.7 | 1.6 | -0.3 | 15.5 | 7.6 | -8.3 | CSC1=NCCN1C(=O)c1ccc(S(=O)(=O)N2CCCCC2)cc1
31 | 1.6 | -1.6 | 4.9 | -5.7 | -2.4 | 0.7 | 14.1 | -2.7 | -13.5 | CC(=O)c1c(C)[nH]c(C(=O)OC2CCOC2=O)c1C (configuration not stated)
32 | -2.8 | 5.6 | 5.2 | 7.7 | -1.8 | -0.5 | 4.3 | -23.9 | 1.1 | O=C(N/N=C/c1cccc(F)c1)c1c(O)c2c([nH]c1=O)CCCC2
33 | 1.2 | 1.9 | 5.2 | 7.7 | 1.5 | -1.0 | 5.3 | 12.4 | / | Oc1ccc(/C(Cc2ccc3ccccc3n2)=N\Nc2ccccc2)c(O)c1
34 | 1.7 | -0.2 | -1.3 | 16.4 | / | -0.3 | -22.9 | -40.2 | -9.4 | O=C(CO/N=C/c1c(Cl)cccc1Cl)NNC(=O)c1cccc(Cl)c1
35 | -3.2 | 0.2 | 0.5 | 0.9 | 5.0 | 1.2 | 4.6 | -18.2 | -16.2 | Cn1c(NCc2ccc(Cl)cc2)nc2ccccc21
36 | -2.6 | -2.3 | -0.6 | 7.7 | 4.5 | -0.9 | 9.6 | -10.7 | -2.7 | O=c1n(Cc2ccccc2F)c2ccccc2n1Cc1ccccc1F
37 | 0.3 | -0.6 | 4.0 | 0.2 | 13.7 | 1.0 | -1.8 | -7.2 | / | O=C(Cn1nc(-c2ccccc2)ccc1=O)NCc1ccc2c(c1)OCO2
38 | -2.4 | -3.6 | 2.4 | 3.8 | -8.1 | -1.7 | -2.9 | -6.9 | -15.4 | O=C(c1ccc(Nc2cccc(C(F)(F)F)c2)nc1)N1CCCC1
39 | 14.7 | -3.1 | 3.0 | 22.4 | -3.2 | -0.5 | 1.0 | -4.9 | -10.0 | Cc1ccc(-n2c(O)c(C=Nc3ccc(S(=O)(=O)Nc4ncccn4)cc3)c3ccccc3c2=O)cc1C
40 | -3.6 | -1.9 | -3.6 | 6.1 | 12.5 | -2.6 | -7.6 | -20.0 | 3.8 | CC1CC2(CCCC2)N(C(=O)c2ccccc2)Cc2ccccc21 (configuration not stated)
41 | 0.8 | -5.2 | -2.0 | 16.5 | 3.5 | -0.7 | 9.4 | 0.5 | -16.3 | COc1ccc(CC(NC(C)=O)C(=O)NC2CCN(C(=O)C3CC3)CC2)cc1OC (configuration not stated)
42 | -2.1 | 1.9 | -3.8 | 7.6 | 17.7 | -4.4 | -26.7 | -48.2 | -18.4 | COc1ccc(CNC(=O)CSCc2cccc(Cl)c2)cc1
43 | -0.1 | 5.0 | 6.5 | 1.3 | 10.3 | 1.2 | -24.4 | -8.9 | -16.3 | CCCCOCCCNc1ncnc2c1[nH]c1ccccc12
44 | 61.6* | 3.5 | 2.2 | 3.2 | -4.4 | -92.4 | -6.2 | 0.7 | -24.1 | O=c1[nH]c2cc3c(cc2cc1CN(CCc1ccccc1)Cc1nnnn1CC1CCCO1)OCO3 (configuration not stated)
45 | -12.9 | 0.6 | 7.1 | 1.0 | / | -2.3 | 11.5 | 11.5 | -11.6 | CC(=O)NNS(=O)(=O)c1ccc(-c2cc(C(F)(F)F)n(C)n2)s1
46 | 1.6 | -7.1 | -7.5 | -1.1 | 5.3 | 5.5 | -7.8 | -1.7 | -16.4 | N#CCCN1CCN(C(=S)c2ccc(-c3cccc(Cl)c3)o2)CC1
47 | 2.3 | -10.9 | 2.0 | -0.1 | 10.8 | -0.2 | -5.7 | -28.6 | -18.2 | Cn1c(Sc2ccc(Cl)cc2)c(C=O)c2ccccc21
48 | 5.6 | -6.6 | -2.3 | -5.7 | -1.5 | -1.2 | -9.5 | -28.0 | -6.8 | COc1ccc(NC(=O)CCCSc2ccccc2)cc1
49 | 0.1 | 5.9 | -0.1 | -3.6 | -1.8 | 0.2 | 4.2 | 0.8 | -8.7 | O=C(COC(=O)C1CC(=O)N(C2CCCCC2)C1)c1ccc(F)cc1 (configuration not stated)
50 | 2.3 | -14.5 | -1.0 | 1.4 | 5.7 | -0.4 | -1.3 | -31.2 | / | O=C(Nc1cccc(F)c1)c1ccc(-c2ccccc2C(F)(F)F)o1
51 | 28.6 | -7.7 | -2.0 | 11.6 | 1.1 | 3.2 | -11.8 | -8.6 | -9.4 | COc1ccc(C(=O)/C=C/Nc2ccc(C)cn2)cc1OC

High-throughput results (PubChem BioAssay)
